Screening data deposited in PubChem by NCI.
NCI-60 one-dose screen, 48 h, at 10 µM unless noted. Numbers give growth in % (100 = growth as untreated, 0 = no growth, -100 = all killed).
SF-295: SF-295 CNS cancer cells. 79,000 tested, 5.6% active. AID 1794758
U251: U251 CNS tumor cells | 80,000 tested, 5.4% active | AID 1794753
PC-3: PC-3 prostate cancer cells; 80,000 tested, 3.9% active
SNB-19: SNB-19 CNS cancer cells. 81,000 tested, 2.5% active. AID 1794751
SF-539: SF-539 CNS cancer; 81,000 tested, 6.8% active; AID 1794752
DU-145: DU-145 prostate cancer; 81,000 tested, 4.2% active; AID 1794760
SF-268: SF-268 CNS cancer cells | 82,000 tested, 3.1% active
OVCAR-8: OVCAR-8 ovarian cancer. 81,000 tested, 4.4% active. AID 1794782
An asterisk follows results filed as active; x = no result given. How the source made its calls: active means growth percent below 10; inactive means the rest.

The first five compounds, to show the layout:
SMILES | SF-295 | U251 | PC-3 | SNB-19 | SF-539 | DU-145 | SF-268 | OVCAR-8
O=C(O)c1cn(C2CC2)c2cc(N3CCN(C(=O)CSc4nnc(-c5cc(-c6ccccc6)nc6ccccc56)o4)CC3)c(F)cc2c1=O | 100 | 103 | 98 | 103 | 107 | 112 | 111 | 100
O=C1CC(N2C(=O)/C(=C/C(Cl)=C\c3ccc([N+](=O)[O-])cc3)SC2=S)C(=O)N1c1ccc(Cl)cc1 (stereo unspecified) | 41 | 1.5* | -5.5* | 17 | 16 | 22 | 22 | 16
Sc1c(Br)cc(Br)cc1Br.[Ag] | 103 | 95 | 97 | 107 | 101 | 103 | 101 | 103
CN(C)C(=O)C1=NC(CO)C(=O)N(c2ccccc2)N1 (stereo unspecified) | 97 | 103 | 102 | 109 | 96 | 110 | 104 | 105
CN1CCN(c2nc3sc4c(c3c(=O)[nH]2)CCCC4)CC1 | 91 | 100 | 102 | 106 | 94 | 103 | 97 | 104

This part in full, from the start:
SMILES | SF-295 | U251 | PC-3 | SNB-19 | SF-539 | DU-145 | SF-268 | OVCAR-8
O=C(O)c1cn(C2CC2)c2cc(N3CCN(C(=O)CSc4nnc(-c5cc(-c6ccccc6)nc6ccccc56)o4)CC3)c(F)cc2c1=O | 100 | 103 | 98 | 103 | 107 | 112 | 111 | 100
O=C1CC(N2C(=O)/C(=C/C(Cl)=C\c3ccc([N+](=O)[O-])cc3)SC2=S)C(=O)N1c1ccc(Cl)cc1 (stereo unspecified) | 41 | 1.5* | -5.5* | 17 | 16 | 22 | 22 | 16
Sc1c(Br)cc(Br)cc1Br.[Ag] | 103 | 95 | 97 | 107 | 101 | 103 | 101 | 103
CN(C)C(=O)C1=NC(CO)C(=O)N(c2ccccc2)N1 (stereo unspecified) | 97 | 103 | 102 | 109 | 96 | 110 | 104 | 105
CN1CCN(c2nc3sc4c(c3c(=O)[nH]2)CCCC4)CC1 | 91 | 100 | 102 | 106 | 94 | 103 | 97 | 104
CO[C@@H](C=O)O[C@@H](C=O)CO | 104 | 132 | x | 113 | 101 | 106 | 101 | 98
O=C(O)c1ccc2c(c1Nc1ccccc1)C(=O)c1ccccc1C2=O | 97 | 99 | 82 | 98 | 95 | 117 | 85 | 90
COc1cccc(-c2nn(-c3ccccc3)cc2-c2ccnc(NCCN3CCOCC3)c2)c1 | 61 | 91 | 48 | 83 | 95 | 86 | 82 | 78
CCOc1ccc(C(C)(C)C)cc1-c1ccccc1 | 105 | 89 | 95 | 103 | 104 | 102 | 97 | 99
O=C1NN(C(=O)c2ccc(O)cc2)C(c2ccccc2)=N/C1=C\c1ccc(F)cc1 | 98 | 99 | 95 | 105 | 90 | 111 | 101 | 102
CSc1nc2c(c(=O)[nH]1)C(c1ccc(C)cc1)C=C(C(=O)O)N2 (stereo unspecified) | 90 | 109 | 109 | 133 | 106 | 123 | 115 | 105
Cc1cc(=O)c(O)c(C)o1 | 107 | 105 | 95 | 102 | 105 | 113 | 109 | 105
Cn1cnc2c(F)c(Nc3ccc(Br)cc3Cl)c(C(=O)NOCCO)cc21 | 83 | 46 | 91 | 52 | 69 | 70 | 77 | 66
Cc1ccc2nc(Sc3cnc(N)s3)n(Cc3ccccc3)c(=O)c2c1 | 83 | 103 | 77 | 103 | 94 | 109 | 110 | 106
Nc1nc2c(ncn2CCC(CO)CO)c(=O)[nH]1 | 110 | 95 | 95 | 100 | 105 | 119 | 110 | 98
COCCNC(=O)COc1cc(C)nc2ccc(OC)cc12 | 98 | 96 | 94 | 98 | 96 | 111 | 103 | 104
NC(=S)N1N=C(c2ccc(Cl)cc2)CC1c1ccc2c(c1)OCO2 (stereo unspecified) | 110 | 99 | 83 | 96 | 98 | 126 | 106 | 105
Clc1ccc(C2=NN=C3C(Cc4ccccc4)=Nc4ccccc4N3C2)cc1 | 86 | 62 | 65 | 93 | 105 | 70 | 67 | 76
Cc1ccc(N=C2S/C(=C\c3ccc(Cl)cc3)C(=O)N2Cc2nc3ccccc3[nH]2)cc1 | 92 | 97 | 69 | 101 | 102 | 111 | 107 | 100
O=C1CCSC(=S)N1CCCCN1C(=O)CCSC1=S | 113 | 102 | 92 | 108 | 101 | 101 | 99 | 102

5 compounds picked at random from those above, as already listed:
SMILES | SF-295 | U251 | PC-3 | SNB-19 | SF-539 | DU-145 | SF-268 | OVCAR-8
O=C(O)c1cn(C2CC2)c2cc(N3CCN(C(=O)CSc4nnc(-c5cc(-c6ccccc6)nc6ccccc56)o4)CC3)c(F)cc2c1=O | 100 | 103 | 98 | 103 | 107 | 112 | 111 | 100
O=C(O)c1ccc2c(c1Nc1ccccc1)C(=O)c1ccccc1C2=O | 97 | 99 | 82 | 98 | 95 | 117 | 85 | 90
Clc1ccc(C2=NN=C3C(Cc4ccccc4)=Nc4ccccc4N3C2)cc1 | 86 | 62 | 65 | 93 | 105 | 70 | 67 | 76
O=C1CC(N2C(=O)/C(=C/C(Cl)=C\c3ccc([N+](=O)[O-])cc3)SC2=S)C(=O)N1c1ccc(Cl)cc1 (stereo unspecified) | 41 | 1.5* | -5.5* | 17 | 16 | 22 | 22 | 16
CN(C)C(=O)C1=NC(CO)C(=O)N(c2ccccc2)N1 (stereo unspecified) | 97 | 103 | 102 | 109 | 96 | 110 | 104 | 105

The results go on:
SMILES | SF-295 | U251 | PC-3 | SNB-19 | SF-539 | DU-145 | SF-268 | OVCAR-8
CCc1cc(C)cc(O)c1 | 116 | 96 | 97 | 103 | 128 | 122 | 124 | 105
O=C(O)c1ccc[nH]1 | 107 | 96 | 93 | 111 | 98 | 120 | 116 | 105
C=C(C)[C@@H]1CC[C@]2(C(=O)N[C@@H](Cc3ccccc3)C(=O)OC)CC[C@]3(C)[C@H](CC[C@@H]4[C@@]5(C)CCC(=O)C(C)(C)[C@@H]5CC[C@]43C)[C@@H]12 | 79 | 85 | 52 | 104 | 94 | 93 | 78 | 100
CCOc1ncnc2c1ncn2[C@H]1CC2C(CO)C1C[C@@H]2Cl (stereo partly specified) | 108 | 102 | 104 | 115 | 102 | 105 | 98 | 106
Cc1sc(-n2nnc(C(=O)O)c2C)c(C(=O)O)c1C | 101 | 95 | 93 | 100 | 100 | 113 | 101 | 100
Cc1ccc(S(=O)(=O)NC(CCC(=O)Nc2ccccc2)C(=O)Nc2ccccc2)cc1 (stereo unspecified) | -3.3* | -44* | -10* | -3.8* | -76* | 5.0* | 8.5* | -11*
Cc1ccc2nc(NC(=O)CSC(=S)N3CCN(C)CC3)sc2c1 | x | 108 | 96 | 108 | 100 | 122 | 112 | 76
COc1ccc(/C=N/NC(=O)c2c(Nc3ccccc3)nn(CC(O)c3ccccc3)c2N)cc1Oc1ccccc1 (stereo unspecified) | 82 | 91 | 74 | 83 | 93 | 92 | 88 | 90
CC(=O)c1ccc(NC(=O)CCN2CCN(c3cc4c(cc3F)c(=O)c(C(=O)O)cn4C3CC3)CC2)cc1 | 105 | 105 | 94 | 104 | 100 | 113 | 96 | 104
CCOC(=O)C(C(=O)OCC)C(c1ccc(Cl)cc1)c1ccccc1Cl (stereo unspecified) | 104 | 101 | 98 | 111 | 94 | 112 | 104 | 104
N=C(N=Nc1c(O)[nH]c2ccccc12)C(=N)N=Nc1c(O)[nH]c2ccccc12 | 94 | 102 | 84 | 109 | 119 | 109 | 109 | 108
C=CCSC1=N/C(=C\c2cn(-c3cccc(Cl)c3)nc2-c2ccc(OC)cc2)C(=O)N1c1ccc(OC)cc1 | x | 89 | 84 | 94 | 96 | 91 | 78 | 87
Nc1nc(CSCc2n[nH]c(=S)o2)nc(Nc2ccccc2)n1 | 100 | 102 | 95 | 99 | 98 | 101 | 97 | 105
COc1ccc(C2CC(c3cnccn3)=NN2C(N)=S)cc1OC (stereo unspecified) | 105 | 90 | 68 | 100 | 98 | 101 | 98 | 97
COc1ccc(NC(=O)Cn2c(=O)c3ccccc3c(=O)n2-c2ccccc2)cc1 | 87 | 94 | 69 | 96 | 92 | 103 | 94 | 97
COC(=O)c1ccc2nc(-c3c(-c4ccc(F)cc4)nc4sccn34)[nH]c2c1 | 106 | 101 | 96 | 114 | 101 | 100 | 94 | 94
Cc1cc(Br)ccc1N | 101 | 114 | 94 | 108 | 95 | 116 | 104 | 110
CCN(CC)CCOCCOC(=O)c1ccc(N)cc1 | 123 | 104 | x | 116 | 103 | 116 | 112 | 108
CN1CCN(CC(=O)NNc2ncnc3ccccc23)CC1 | 96 | 103 | 102 | 93 | 97 | 106 | 102 | 103
CSc1c(-c2nc3ccccc3s2)c(N)nc2c(C#N)c(Nc3ccc(Cl)cc3)nn12 | 101 | 103 | 97 | 102 | 93 | 104 | 96 | 100
CCN(CC)CCC(Br)(C#N)c1ccccc1 (stereo unspecified) | 103 | 102 | 89 | 99 | 109 | 116 | 105 | 106
OC(CNCc1ccccc1)Cn1c2ccccc2c2ccccc21 (stereo unspecified) | 95 | 104 | 103 | 101 | 111 | 101 | 104 | 105
C#CC(c1ccccc1)(c1ccccc1)n1ccnc1 | 99 | 95 | 83 | 98 | 92 | 102 | 83 | 100
COC(=O)C1=Nc2ccc(F)cc2/C1=C\c1sc(=S)n(C(Cc2ccccc2)C(=O)O)c1O (stereo unspecified) | 98 | 96 | 78 | 92 | 87 | 105 | 94 | 97
CC1CCCN(S(=O)(=O)c2ncsc2-c2ccccc2)C1 (stereo unspecified) | 98 | 101 | 100 | 98 | 106 | 109 | 103 | 100
Cc1nn(-c2ccccc2)c2nc(C)n(-c3ccc(Br)cc3)c(=O)c12 | 5.0* | x | 26 | 47 | -5.5* | 8.8* | 51 | 26
Clc1nc(-c2cccnc2)nc2sc3c(c12)CCCCCC3 | 93 | 91 | 95 | 96 | 97 | 109 | 96 | 103
O=C(CCl)Nc1nnc(SCC(=O)Nc2ccccc2C(F)(F)F)s1 | 95 | 83 | 79 | 82 | 89 | 92 | 76 | 77
COc1cc(OC)cc(-c2ccc(-c3ccc(C(=N)N)s3)s2)c1 | -78* | -90* | -84* | -83* | -92* | -74* | -77* | -59*
CCOC(=O)c1c(Nc2ccc(S(=O)(=O)N=C(N)N)cc2)nnc(-c2ccccc2)c1-c1ccccc1 | 105 | 93 | x | 107 | 128 | 121 | 111 | 99
COc1cc(C2CC(c3cccc(Nc4ccnc5cc(Cl)ccc45)c3)=NN2C=O)cc(OC)c1OC (stereo unspecified) | -12* | 21 | 17 | 37 | -26* | -2.3* | 25 | 23
CCC(C)C1OC1(C)C1(O)C(/C=C/C=C/C=C/C(=O)O)C2CC=C(C)CC2C2OC21C (stereo unspecified) | 84 | x | 75 | 94 | 100 | 109 | 108 | 104
CC(C)(O)c1cncc(-c2ccc3ncnc(N4CCc5cc(F)c(Cl)cc54)c3c2)c1 | 7.6* | 43 | 19 | 25 | 4.9* | 14 | 26 | 26
CCOC(=O)c1c(C)c[nH]c1C | 117 | 100 | 104 | 109 | 111 | 115 | 104 | 103
C#CCC1(c2cccc(C(F)(F)F)c2)NS(=O)(=O)c2ccccc21 (stereo unspecified) | 97 | 103 | 75 | 106 | 102 | 103 | 101 | 104
C/C(Cc1ccc(Cl)cc1)=C(\c1ccc(OCCN2CCCCCC2)cc1)c1ccc(OC(=O)C2CCCCC2)cc1 | 90 | 45 | 52 | 78 | 74 | 70 | 57 | 66
CCOC(=O)c1nc(SC)n(C)c1C(=O)OCC | 105 | 100 | x | 99 | 98 | 110 | 104 | 106
COc1ccc(C2=NN3C(C2)c2ccccc2OC3c2ccncc2)cc1 (stereo unspecified) | 100 | 86 | 79 | 93 | 91 | 107 | 79 | 93
COC(=O)c1c(C)nc(C)c2c1C(=O)C=C(NCCc1c[nH]c3ccccc13)C2=O | 97 | 97 | 68 | 98 | 93 | 97 | 86 | 76
CCCCCC(=O)OC1CCCCC1C(C)C (stereo unspecified) | 103 | 96 | 100 | 109 | 110 | 107 | 102 | 105
CCCCCN(c1ccc(C(=O)OCC)cc1)S(=O)(=O)c1ccc(C)cc1 | 72 | 83 | 73 | 88 | 96 | 112 | 86 | 92
C=CCc1cc(-c2ccc(O)c(CC=C)c2)ccc1O | 113 | 71 | 67 | 107 | 108 | 105 | 85 | 91
NCC(=O)NCC(=O)NC1(C(=O)O)CCCC1 | 111 | 108 | 92 | 102 | 108 | 117 | 113 | 104
COc1ccc2[nH]c(-c3ccccc3)c(C=C(C#N)C#N)c2c1 | -35* | 35 | 13 | 73 | 14 | 35 | 49 | 48
COc1ccc(OC)c(/C=C/c2nc(SCc3ccccc3)n(-c3ccccc3)n2)c1 | 212 | 101 | 97 | 110 | 109 | 111 | 108 | 106
CCOC(=O)c1cn2c(c1C(=O)OCC)C(O)(c1ccc(Br)cc1)N(C)c1ccccc1-2 (stereo unspecified) | 105 | 104 | 96 | 100 | 98 | 101 | 95 | 96
O=C(NCCNc1cc(-c2cn(-c3ccccc3)nc2-c2cccc(O)c2)ccn1)Nc1cc(C(F)(F)F)cc(C(F)(F)F)c1 | 90 | 87 | 81 | 97 | 89 | 106 | 89 | 99
CSc1nccc(-c2c(-c3ccc(NCCN4CCOCC4)cc3)nc3sccn23)n1 | 104 | 106 | 95 | 106 | 99 | 112 | 112 | 99
CC(=O)[C@H]1CC[C@H]2[C@@H]3CC[C@H]4CC=CC[C@]4(C)[C@H]3CC[C@]12C | x | 102 | 58 | 98 | 92 | 111 | 102 | 94
O=C(CSc1nc2sc3c(c2c(=O)n1-c1ccc(Cl)cc1)CCCC3)Nc1nc(-c2cccc(Br)c2)cs1 | 42 | 79 | 58 | 85 | 97 | 69 | 70 | 68
Cc1nn(-c2ccccc2)c2nc(CNc3ccc(NCc4c(-c5ccccc5)no[n+]4[O-])cc3)[nH]c(=O)c12 | 103 | 98 | 78 | 101 | 99 | 91 | 85 | 92
O=C1NC(=S)NC(=O)C1=Cc1ccc(OCC(=O)N2CCOCC2)cc1 | 101 | 93 | 102 | 93 | 99 | 104 | 99 | 99
Nc1ncnc2c1N=C(c1ccc3c(c1)OCO3)CC(c1ccc([N+](=O)[O-])cc1)N2N=O (stereo unspecified) | 63 | 76 | 73 | 67 | 53 | 87 | 81 | 89
NNc1ncnc2c1ncn2C1OC(CO)C(O)C1O (stereo unspecified) | 39 | 40 | 32 | 58 | 91 | 19 | 50 | 26
